OPRM1-OPRD1 ag – agonists of human mu-delta opioid receptor heterodimerization; P35372+P41143; cells, OPRM1-OPRD1 heterodimerization, luminescence; activation, % at 9.3 µM; hit rate 0.3% among 340,000; AID 504326; in the data active = activation above about 18%;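 note: 0% = vehicle-treated cells and 100% = reference agonist; values of inactives mirror those of a sister screen read the other way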
Target sequence (P35372 whole entry, looked up): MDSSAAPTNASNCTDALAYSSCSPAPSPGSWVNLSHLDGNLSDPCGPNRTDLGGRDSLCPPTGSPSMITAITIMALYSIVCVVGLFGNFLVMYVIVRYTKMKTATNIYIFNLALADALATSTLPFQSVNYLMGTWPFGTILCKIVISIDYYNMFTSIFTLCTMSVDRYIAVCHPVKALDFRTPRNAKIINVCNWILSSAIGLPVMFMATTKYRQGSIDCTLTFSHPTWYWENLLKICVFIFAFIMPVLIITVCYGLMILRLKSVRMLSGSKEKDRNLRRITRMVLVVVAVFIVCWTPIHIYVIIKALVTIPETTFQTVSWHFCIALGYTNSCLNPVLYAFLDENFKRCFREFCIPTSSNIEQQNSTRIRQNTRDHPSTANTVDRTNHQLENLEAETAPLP
Target sequence (P41143 whole entry, looked up): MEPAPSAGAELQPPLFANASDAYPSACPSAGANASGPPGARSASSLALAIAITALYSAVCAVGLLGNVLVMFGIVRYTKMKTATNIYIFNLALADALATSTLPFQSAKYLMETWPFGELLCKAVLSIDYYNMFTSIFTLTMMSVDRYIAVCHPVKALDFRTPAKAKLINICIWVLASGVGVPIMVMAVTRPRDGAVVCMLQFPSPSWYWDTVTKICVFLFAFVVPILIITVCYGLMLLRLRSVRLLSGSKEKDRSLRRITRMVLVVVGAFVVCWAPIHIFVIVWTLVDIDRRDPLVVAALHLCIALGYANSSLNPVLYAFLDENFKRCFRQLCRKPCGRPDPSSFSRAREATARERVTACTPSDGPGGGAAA
RTF Ca sens act – increases calcium sensitivity of human cardiac regulated thin filaments. hit rate 0.24% among 340,000. activation, % at 7.2 µM. IANBD-labeled TnC RTF fluorescence at EC20 calcium; 0% EC20 calcium, 100% full calcium;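 active = activation above the mean over all tested compounds plus 3 SD, cut at about 30% in these data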;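 note: rise in fluorescence read as greater calcium sensitivity of cardiac thin filaments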
V-ATPase pHluor – regulators of yeast V-ATPase proton transport | S. cerevisiae, pHLuorin cytosolic pH fluorescence | response, % at 10 µM | hit rate 0.37% among 350,000 | AID 504577; in the data active = response mostly above about 7.3%, no sharp cut-off; inactive = mostly below about 5.4%; note: actives read high; inactives centre near 0; some compounds called inactive have numbers as strong as hits; reference of the scale not given here
MOR-DOR inv ag – mu-delta opioid heterodimer inverse agonism | AID 504357 | cell-based MOR-DOR heterodimer luminescence | P35372+P41143 | hit rate 0.21% among 340,000 | inhibition, % at 9.3 µM; in the data active = inhibition above about 22%, passing the limit was not always enough;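 note: 0% = cells with DMSO and 100% = wells without cells with DMSO; values of inactives mirror those of a sister screen read the other way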
Arr AP2 block – blocks beta-arrestin peptide binding to AP2 adaptin; AID 504490; inhibition, % at 10 µM; FITC-arrestin peptide / GST-AP2 beads, flow cytometry; AP2 beta2 appendage carries R879A mutation; hit rate 0.31% among 340,000;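 active = inhibition above a set limit, near 3 SD of compounds lacking own fluorescence, cut at about 54% in these data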;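 note: plate controls were DMSO wells for no effect and 5 µM unlabelled arrestin peptide for full effect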
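system = GST-tagged AP2 beta2-adaptin appendage (R879A) on 4 µm glutathione beads | reagent = FITC-labelled arrestin peptide probe, 50 nM final | schedule = compound with beads 12 min RT, then probe 1 h RT | signal = HyperCyt-sampled flow cytometry, FL1 channel, ex 488/em 535 nm | read-out = percent response from loss of bead-bound FITC fluorescence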
Pemphigus Ab inh – blocks pemphigus antibody binding to human desmoglein-3 | P32926 | DSG3-coupled beads, scFv-anti-DSG3-GFP binding, flow cytometry; active compounds read low | binding (percent of control), % at 10 µM | hit rate 0.48% among 310,000;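 active = binding more than 3 SD below its plate's average and above zero; inconclusive = below that plate limit but binding exactly zero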;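 note: hits lower antibody fragment binding to DSG3; some compounds called inactive have numbers as strong as hits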
LANA DNA inh – KSHV C-LANA DNA binding inhibition; MBP-C-LANA/FAM-LBS DNA binding, fluorescence polarization; inhibition, % at 9 µM; hit rate 0.078% among 340,000; AID 504423;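 active = highest replicate inhibition at or above 60% at 9 µM, even if other replicates fall short; inactive = all replicates below 60% inhibition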;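 note: 0% = neutral control wells and 100% = 4 µM acridine orange control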
Cardiac RTF inh – cardiac RTF calcium desensitization; inhibition, % at 7.15 µM; hit rate 0.12% among 340,000; IANBD-labeled cardiac RTF, Ca2+ fluorescence;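 active = inhibition above the mean inhibition of all tested compounds plus 3 SD, cut at about 17% in these data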;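 note: assay run at fixed EC70 calcium of 1.6 mM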
Wnt bcat act – activates Wnt/beta-catenin signaling in a reporter cell assay; activation, % at 9.35 µM; hit rate 1.2% among 300,000; activator, plate reader; in the data active = activation above about 30%, passing the limit was not always enough; inconclusive = no clear call, values can overlap the other calls;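 note: 0% = neutral control wells and 100% = positive control wells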
Keap1-Nrf2 PPI – inhibitors of human Keap1-Nrf2 protein-protein interaction. Keap1 Kelch-Nrf2 peptide fluorescence polarization, 1536-well. AID 504523. inhibition, % at 9.4 µM. Q14145. hit rate 0.15% among 340,000; in the data active = inhibition above about 12%; inconclusive = no clear call, values can overlap the other calls; inactive = below about 7.3%;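 note: human Keap1 Kelch domain with fluorescein labeled Nrf2 9mer peptide probe; 0% = neutral control wells and 100% = peptide positive control; higher means more block of Keap1 binding to Nrf2 peptide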
An asterisk follows results filed as active; ? = inconclusive; . = not tested or not shown.

Every second line gives: OPRM1-OPRD1 ag	RTF Ca sens act	V-ATPase pHluor	MOR-DOR inv ag	Arr AP2 block	Pemphigus Ab inh	LANA DNA inh	Cardiac RTF inh	Wnt bcat act	Keap1-Nrf2 PPI
> O=C(CCCOc1ccc(Cl)cc1Cl)Nc1ccccc1C(=O)O
→ -1.1	3	3	6	0	100	1.7	-4	?	-2
> CCN(CC(=O)Nc1ccc(NC(C)=O)cc1)C(=O)c1ccc(N2CCC(C)CC2)c([N+](=O)[O-])c1
→ -3.5	-6	-2	15	20	104	0.6	6	-1	3
> CCC(=O)c1ccc(OCC(=O)N(CC)CC(=O)Nc2ccccc2OC)cc1
→ -3.0	-2	5	12	-5	115	1.1	3	10	0
> Cc1nc2c(cnn2-c2ccccc2)c(=O)n1/N=C/c1ccccc1
→ -2.7	-4	-2	14	-15	114	-0.4	6	2	-3
> c1ccc(Cc2nnc3sc(-c4cccnc4)nn23)cc1
→ -2.5	-4	-2	13	20	100	3.3	0	.	0
> Cc1nn(Cc2ccc(Cl)c(Cl)c2)c(C)c1NC(=O)c1cc(CC(C)C)on1
→ 5.9	2	-4	-30	16	100	-0.8	-8	-3	0
> O=S1(=O)CCOC[C@H](CC2CCCCC2)N1Cc1ccc(Cl)cc1
→ -1.9	-8	0	9	9	101	-0.8	-11	-6	-1
> CC(=O)N1N=C(c2ccc(Cl)cc2)OC1(C)C
→ 0.7	6	1	-4	-3	99	-1.8	-6	-2	2
> C/C(=N\NC(=O)C(N)=O)c1ccc(OC(F)F)cc1
→ 1.1	3	-1	-8	2	106	0.9	-10	.	-4
> CCN(CC)S(=O)(=O)c1ccc(NC(=O)COC(=O)c2cnc(C)cn2)cc1
→ -3.8	-2	-1	18	-17	99	1.6	0	-9	-1
> COc1ccc(C(=O)Nc2ccc3c(c2)nc2n3CCSC2)cc1
→ -2.3	8	10	13	7	103	-1.2	6	49*	-11
> COCCn1c(SCC(=O)Nc2cc(C)on2)nc2c(c1=O)SC(C)C2 (centres undefined)
→ -2.8	4	-2	15	-23	101	-11	3	0	1
> Cc1nnc(SCc2cc(=O)oc3ccc4ccccc4c23)n1Cc1ccccc1
→ -1.2	-2	3	6	-1	101	-0.6	-3	.	-4
> COC(=O)C1C(OC)=CC(=O)C2CCCCC21 (centres undefined)
→ -1.4	5	1	7	-14	96	-0.7	-12	-3	-2
> c1ccc(OCCN2CCN(C(c3ccccc3)c3ccccc3)CC2)cc1
→ 8.0	-4	2	-39	-3	120	.	5	-4	3
> O=c1c2ccccc2n(Cc2ccccc2F)c(=O)n1Cc1ccccc1F
→ 0.8	1	-2	-4	2	.	-0.5	-7	.	1
> O=C(Nc1ccc(Cl)cc1)Nc1ccc2c(c1)OCO2
→ 2.3	-3	-1	-12	-5	109	-1.3	2	38*	-4
> Cc1cc(=O)[nH]c(N/N=C/c2cc(C)n(-c3ccccc3)c2C)n1
→ -3.7	5	3	18	0	97	-1.5	-4	-2	4
> O=C(NCC#CCOCc1ccccc1)c1ccccc1
→ -2.3	-7	4	13	10	102	2.5	6	2	-9
> NNc1nc(-c2ccccc2)cs1
→ -1.2	3	4	7	11	103	-1.6	1	4	4
> Cc1cccnc1CCNC(=O)CCc1nnc(-c2ccccc2)o1
→ 1.1	3	9	-8	2	99	-1.2	4	13	-5
> COc1cc(C(=O)Nc2nc3ccccc3[nH]2)cc(OC)c1OC
→ -0.8	3	0	4	3	104	-0.6	3	.	2
> O=C(O)Cc1sc(NCc2ccco2)nc1-c1ccccc1
→ -2.5	-7	0	13	1	111	1.1	-9	2	-4
> CCOC(=O)C1CCCN(C(=O)COc2ccccc2F)C1 (centres undefined)
→ -1.1	0	0	7	-3	84	0.5	-1	.	-4
> COc1ccc(NC(=O)CSCC(=O)NCCc2ccccn2)cc1
→ -1.1	-6	-1	6	15	106	0.0	11	1	3
> COc1ccc(NC(=O)CNC(=O)CC23CC4CC(CC(C4)C2)C3)c(OC)c1
→ -1.4	-6	-4	9	14	104	-0.5	-3	-2	3
> Cc1cc(C)n(C(=O)Cn2nc(C)c(Cl)c2C)n1
→ -3.9	3	0	20	43	118	-1.6	7	0	-2
> Cn1c(CO)cnc1S(=O)(=O)Cc1ccc([N+](=O)[O-])cc1
→ -1.0	-3	-3	5	2	96	-0.6	-1	-6	4
> Cc1ccc(C(C)C)c(OCC(=O)NN=C2CCCC(=O)C2)c1
→ 1.5	-2	4	-7	3	.	2.4	-2	-4	2
> Nc1ccc(OCCCc2c(N)nc(N)nc2N)cc1
→ -1.1	-8	1	5	5	97	-18	0	2	-4
> COC(=O)C(OC(=O)c1ccccc1)C(C)Br (centres undefined)
→ 0.7	7	-3	-4	1	102	-0.6	5	-2	-6
> CC(C)(C)c1nnc(NS(C)(=O)=O)s1
→ 0.1	0	-1	0	-17	116	0.7	-8	0	5
> O=C(O)CCNC(=O)COc1ccc2c3c(c(=O)oc2c1)CCCC3
→ -1.7	-1	2	10	27	93	0.3	-4	0	-1
> Cc1ccc(CNC(=O)Nc2ccccc2)n1C
→ 0.3	4	5	-1	-15	113	-1.2	-14	1	3
> C=CCn1c(-c2oc3nc(-c4ccccc4)cc(-c4ccccc4)c3c2N)n[nH]c1=S
→ -2.5	-13	-7	12	2	82	0.9	-9	.	-1
> Cc1csc(=O)n1CC(=O)OCC(=O)Nc1cc([N+](=O)[O-])ccc1Cl
→ -0.9	-2	-2	6	19	101	-2.0	10	-4	1
> CCc1cc2cc(C)ccc2nc1SCC(=O)NC1CCCC1
→ 3.9	-3	-4	-21	10	101	1.3	-10	0	-4
> COc1ccc(C2/C(=C(/O)c3ccccc3)C(=O)C(=O)N2c2ccccn2)cc1OC (centres undefined)
→ -2.8	1	2	15	-10	97	-0.7	-3	-1	2
> CCCCN(Cc1ccccc1)S(=O)(=O)c1ccc2c(c1)n(C)c(=O)c(=O)n2C
→ -0.1	22	0	0	19	112	1.9	-2	0	-1
> Cc1ccc(Nc2nc(-c3c(C)nc4ccccn34)cs2)cc1
→ 2.0	-5	-2	-10	-6	104	-0.1	-2	.	2
> O=C(Cn1cnc(S(=O)(=O)N2CCCC2)c1)Nc1ccccc1
→ -1.7	-5	-4	8	51	94	-0.6	-8	-1	0
> Cc1nc2nc(-c3ccccc3)cn2nc1C
→ 0.8	-2	9	-4	5	98	0.0	-12	-2	3
> O=C(Nc1ccccc1)N1CCCC(CNS(=O)(=O)Cc2ccccc2)C1 (centres undefined)
→ 0.2	1	-4	-1	12	95	1.0	-5	0	3
> c1ccc(OCCSc2nnnn2C2CCCCC2)cc1
→ 5.0	-4	-3	-25	16	103	-0.4	3	.	5
> Cc1ccc(NC(=O)CCCNC(=O)c2ccc(Cl)cc2)cc1S(=O)(=O)N1CCCCC1
→ 3.4	0	2	-18	3	107	0.9	-8	-1	-1
> Cc1nn(C/C(C#N)=N\O)c(C)[n+]1N
→ -0.5	-1	3	3	-2	97	0.2	-2	-4	-1
> COCCCNC(=S)N1CCN(C(=O)C(=O)Nc2ccc(C(=O)OC)cc2)CC1
→ -2.2	-3	1	12	-11	100	1.8	-6	.	-1
> COc1ccccc1CN1CC(C(=O)N(C)Cc2ccncc2C)CCC1=O (centres undefined)
→ -2.8	2	-1	16	-6	100	0.4	-12	-4	-3
> COc1ccc(NC(=O)CN(C)C(=O)c2ccc(S(=O)(=O)Nc3ccccc3C)cc2)cc1
→ -0.1	2	-5	1	1	107	1.1	-8	-5	1
> COc1ccc(OC)c(-n2c(=S)[nH]c3c(sc(=S)n3-c3ccccc3)c2=O)c1
→ -2.3	-3	3	11	-22	95	5.5	-9	-2	1
> CCCCc1nc2ccccc2c(=O)n1NC(=O)c1c(O)c2c(n(CC(C)C)c1=O)CCCC2
→ -1.4	0	10	7	2	100	-2.4	-4	-1	-9
> COc1ccc(CN2C[C@H](Cc3ccccc3)[C@@H](CC(=O)Nc3ccccc3)C2=O)cc1
→ 4.1	-5	-3	-24	25	98	-4.2	-6	-3	5
> CCN(C(=O)c1cn(C)c(=O)c2ccccc12)c1ccccc1F
→ -0.3	-1	2	2	-2	101	-0.7	-13	-3	3
> CCc1ccc(C(=O)Cn2ccsc2=N)cc1
→ -2.9	4	3	15	4	93	-2.1	-5	5	1
> O=C1CCCc2[nH]nc(-c3cccnc3)c21
→ -3.5	4	-5	16	-2	104	1.8	-5	.	-2
> COc1ccc(N2CCN(Cc3cc(=O)c(OCC(=O)NC4CCCC4)co3)CC2)cc1
→ 1.1	-6	1	-7	31	93	3.3	-3	-1	3
> O=S(=O)(O)c1nnc2sc3ccccc3n12
→ -1.5	-2	-4	8	4	69	-0.6	-8	.	0
> O=C(O)C1=C[C@@H](C2CC2)C[C@@H](OCCCCO)O1
→ -2.4	-5	-2	13	-12	93	1.9	5	3	0
> CCCOc1ccc(N2C(=O)CC(N(Cc3ccco3)C(C)=O)C2=O)cc1 (centres undefined)
→ -1.7	-3	1	8	16	90	-0.8	-4	-1	-9
> COc1cc(/C=C(\C#N)C(=O)NCC2CCCO2)cc(OC)c1OC (centres undefined)
→ -0.4	-1	-1	2	-1	100	4.7	-6	-2	-5

The list goes on:
Every second line gives: OPRM1-OPRD1 ag	RTF Ca sens act	V-ATPase pHluor	MOR-DOR inv ag	Arr AP2 block	Pemphigus Ab inh	LANA DNA inh	Cardiac RTF inh	Wnt bcat act	Keap1-Nrf2 PPI
> CCN(CC)c1ccc(/C=C/c2cc(-c3ccccc3)c3ccccc3n2)cc1
→ -2.9	320*	-84	14	-33	.	4.9	-430	-4	-5
> N#CC1(NC(=O)CN2CCN(S(=O)(=O)c3ccccc3F)CC2)CCCC1
→ 1.5	18	4	-8	-10	91	-2.6	-19	0	0
> CCOc1cccc(-c2nnc3sc(-c4cccs4)nn23)c1
→ -2.2	0	1	11	29	95	0.9	-2	.	0
> Cc1cc(NC(=O)CCC(=O)N(CC(=O)NCC2CCCO2)c2ccc(C(C)C)cc2)no1 (centres undefined)
→ -2.4	-5	0	15	-8	87	0.4	1	-2	-4
> O=C(CSc1nnnn1C1CCCC1)N1CCCc2ccccc21
→ -0.3	2	-2	2	7	116	-1.4	3	.	-4
> Cc1c(/C(O)=C2/C(=O)C(=O)N(CCN3CCOCC3)C2c2ccco2)cnn1-c1ccccc1 (centres undefined)
→ -1.8	2	-3	9	5	91	0.1	-18	-5	1
> COP(=O)(OC)c1nc(-c2cccc3ccccc23)oc1N1CCOCC1
→ -2.0	-3	0	12	32	103	-1.3	7	.	2
> CC(C)c1ccc(CNn2cnnc2)cc1
→ -1.9	-2	-2	9	16	104	0.6	-4	1	-6
> COc1ccc(C[C@H]2CN3C(=NC[C@H]3Cc3ccccc3)N2CCNC(=O)c2ccc(C)c(Br)c2)cc1
→ 13	-2	-1	-77	21	109	-3.4	2	.	-1
> COc1ccc(N(CC(=O)NCc2ccccc2)S(C)(=O)=O)cc1
→ -0.5	-7	0	3	-13	98	-0.1	-2	2	-1
